# CHRM1 antagonist: blocks human M1 muscarinic receptor; P11229; CHO-K1 hM1, Fluo-8 calcium fluorescence, ACh EC80 antagonist; inhibition, % at 3 µM; 360,000 tested, 1.3% active; AID 588852;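 active = percent inhibition above its own plate's cutoff, namely the mean of that plate's compound wells plus 3 SD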;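 also: peak over basal fluorescence ratio during 140 s after agonist addition; 0% = ACh EC80 plus DMSO and 100% = DMSO alone without agonist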
# Target sequence (P11229 whole entry, looked up): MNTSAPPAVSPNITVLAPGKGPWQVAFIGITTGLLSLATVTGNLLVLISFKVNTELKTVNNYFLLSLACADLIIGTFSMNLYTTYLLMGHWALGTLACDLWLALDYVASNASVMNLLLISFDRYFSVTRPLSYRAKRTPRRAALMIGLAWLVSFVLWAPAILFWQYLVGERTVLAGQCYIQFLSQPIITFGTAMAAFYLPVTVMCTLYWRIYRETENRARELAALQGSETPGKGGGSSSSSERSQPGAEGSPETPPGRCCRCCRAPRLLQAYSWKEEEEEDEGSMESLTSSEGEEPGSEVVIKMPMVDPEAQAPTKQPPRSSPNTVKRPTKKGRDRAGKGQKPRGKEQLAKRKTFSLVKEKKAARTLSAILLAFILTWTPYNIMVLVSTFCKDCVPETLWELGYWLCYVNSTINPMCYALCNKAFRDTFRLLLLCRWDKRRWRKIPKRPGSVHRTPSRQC
# M5 PAM: positive allosteric modulators of human muscarinic M5 receptor; CHO-K1 hM5, Fluo-8 calcium, ACh EC20 PAM; 0% = ACh EC20, 100% = ACh EC100; activation, % at 3 µM; P08912; 360,000 tested, 0.3% active;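 active = activation above the run cutoff, the mean activation of all test compounds plus 3 SD, cut at about 18% in these data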
#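 Assay system – human M5 receptor in CHO-K1 cells · Read-out – % activation, ACh-normalized · Technique – Fluo-8 calcium fluorescence · Dosing – single-point, 3 µM nominal · Incubation – Fluo-8 loading 80 min at 37 °C plus 30 min room temperature · Repeats – singlicate, one well per test compound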
# CHRM5 antagonist: blocks acetylcholine activation of human M5 receptor; CHO-hM5 cells, Fluo-8 calcium fluorescence, ACh EC80; inhibition, % at 3 µM; 360,000 tested, 0.59% active; AID 624040;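 active = inhibition above a per-plate cutoff, the mean of that plate's test compounds plus 3 SD, cut at about 27% in these data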;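 also: 0% = acetylcholine EC80 with DMSO and 100% = DMSO without agonist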
# CHRM5 agonist: agonists of human muscarinic M5 receptor (CHRM5) | P08912 | CHO-K1 hM5 cells, Fluo-8 calcium fluorescence; 0% DMSO wells, 100% maximal acetylcholine response | activation, % at 3 µM | 360,000 tested, 0.19% active | AID 624037;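 active = activation above the run's mean over test compounds plus 3 SD, cut at about 23% in these data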;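 also: signal is peak over basal fluorescence ratio across the kinetic read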
# CRFBP-R2 agonist: agonists of human CRF-binding protein/CRF-R2 receptor complex. AID 588473. HEK293 CRF-R2/CRF-BP, calcium dye fluorescence (FLIPR); percent of saturating CRF peptide response. activation, % at 13.2 µM. 350,000 tested, 0.46% active;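 active = activation of at least 50%, plus an integration ratio under a set limit after plate pattern correction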;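 also: plate controls were neutral control wells without compound for no effect and CRF at EC100 for full effect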
# CHRM4 PAM: potentiates acetylcholine response at human M4 receptor. CHO-K1 hM4/Gqi5, Fluo-8 calcium fluorescence, ACh EC20; 0% = ACh EC20, 100% = maximal ACh. activation, % at 3 µM. 360,000 tested, 0.4% active. AID 624126;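 active = activation above its plate's cutoff, the mean activation of sample wells plus 3 SD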; also: some results filed as inactive read as strong as hits
# Target sequence (P08173 whole entry, looked up): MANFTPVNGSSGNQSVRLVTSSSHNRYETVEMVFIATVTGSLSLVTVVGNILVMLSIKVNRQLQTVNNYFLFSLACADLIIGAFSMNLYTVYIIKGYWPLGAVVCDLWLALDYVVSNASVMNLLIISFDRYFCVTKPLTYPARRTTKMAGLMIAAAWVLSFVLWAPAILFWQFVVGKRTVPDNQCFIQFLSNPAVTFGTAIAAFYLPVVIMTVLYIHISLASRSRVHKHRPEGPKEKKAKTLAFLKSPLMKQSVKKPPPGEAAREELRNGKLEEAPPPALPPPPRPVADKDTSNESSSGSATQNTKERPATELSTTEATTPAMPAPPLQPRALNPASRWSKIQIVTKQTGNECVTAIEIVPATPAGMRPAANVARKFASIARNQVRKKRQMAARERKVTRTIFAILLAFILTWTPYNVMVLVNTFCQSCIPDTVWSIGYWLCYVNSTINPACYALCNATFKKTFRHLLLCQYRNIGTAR
# CHRM1 PAM: human CHRM1 positive allosteric modulation; CHO-K1 hM1, Fluo-8 calcium fluorescence, ACh EC20; 0% = ACh EC20, 100% = maximal ACh; activation, % at 3 µM; 360,000 tested, 0.088% active; in the data active = activation above about 19%, passing the limit was not always enough
# CHRM4 agonist: agonists of human muscarinic M4 receptor (CHRM4) | CHO-K1 hM4/Gqi5, Fluo-8 calcium fluorescence; vehicle 0%, full acetylcholine response 100% | activation, % at 3 µM | 360,000 tested, 0.14% active | AID 624127;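 active = activation above the run mean over all test wells plus 3 SD, cut at about 32% in these data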;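 also: peak over basal fluorescence ratio per well then scaled between controls; 0% = DMSO wells and 100% = acetylcholine at EC100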
# CHRM4 antagonist: antagonists of human muscarinic M4 receptor (CHRM4). inhibition, % at 3 µM. CHO-hM4 cells, ACh EC80, Fluo-8 calcium fluorescence. AID 624125. 360,000 tested, 0.73% active. P08173;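 active = inhibition above its plate's cutoff, the mean inhibition of sample wells plus 3 SD, cut at about 27% in these data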;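 also: 0% = acetylcholine EC80 with DMSO and 100% = DMSO without agonist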
# * = called active by the depositor; / = not tested or not shown.
SMILES,CHRM1 antagonist,M5 PAM,CHRM5 antagonist,CHRM5 agonist,CRFBP-R2 agonist,CHRM4 PAM,CHRM1 PAM,CHRM4 agonist,CHRM4 antagonist
CC1=C(C(=O)N2CCOCC2)C(c2ccccc2F)C2=C(CC(C)(C)CC2=O)N1 (stereo not given),-3,4,-5,-3,-0.3,4,7,0,1
O=C(OCCN1CCOCC1)c1ccccc1,-13,5,0,0,-0.5,-2,6,1,4
O=c1cc(CSc2nnc(NC3CCCCC3)s2)nc2sccn12,1,-4,1,-4,-2.4,-5,10,2,-2
Cc1cc(N)n2nc(C)c(-c3ccccc3)c2n1,3,2,-7,-9,0.7,5,3,0,-13
Oc1ccc(-c2nc(-c3ccc(F)cc3)c(-c3ccncc3)[nH]2)cc1,-29,0,-3,0,-2.7,-1,7,-1,5
Brc1ccc2ncnc(Nc3ccc(N4CCOCC4)cc3)c2c1,-3,-8,0,1,-2.6,-15,-6,1,14
Fc1cccc(-n2cc(-c3ccccc3)c3c(=S)nc[nH]c32)c1,2,-4,5,-1,0.6,-3,2,12,2
O=C(NCCc1ccccc1)c1noc2c1CCc1ccccc1-2,-5,2,-8,-3,6.9,13,0,0,-21
COCCCNC(=S)NNC(=S)Nc1ccc(OC)cc1,-24,3,5,-3,0.4,8,21,0,-8
O=C(N/C(=C/c1cccnc1)C(=O)N1CCCCCC1)c1ccccc1,-6,-2,16,-1,-0.2,-6,7,0,10
CCOC(=O)c1sc(NC(=O)C(C)Sc2nc(N)cc(=O)[nH]2)nc1C (stereo not given),0,4,-26,0,0.1,-4,7,0,0
Cc1ccnc(NC(c2ccccc2)c2ccc3cccnc3c2O)c1 (stereo not given),-16,-1,10,-3,0.7,5,6,1,3
CCOc1ccc(NC(=O)C(=O)NCCN2CCN(S(=O)(=O)c3ccccc3)CC2)cc1,-10,0,11,-2,0.1,-1,6,1,-1
O=C(/C=C/c1ccc(F)cc1)c1ccccc1Br,-14,8,-2,0,3.5,4,15,1,2
CC(=O)c1cn(N(C)c2ncc(C(F)(F)F)cc2Cl)c(=O)[nH]c1=O,0,1,3,-2,11,0,7,1,5
S=c1[nH]nc(-c2cc(-c3ccccn3)nc3ccccc23)o1,-10,1,4,-1,1.0,8,7,7,-1
Cc1noc(C)c1COC(=O)[C@@H](NC(=O)c1ccccc1Cl)C(C)C,1,-3,9,-2,-0.8,-1,3,1,1
CSCCC1NC(=O)C(C(C)=Nc2ccccc2)=C1O (stereo not given),-12,2,2,1,1.4,2,3,1,-8
CC(C)C(O)P(=O)(OCc1ccccc1)c1ccc(N(C)C)cc1 (stereo not given),0,-4,4,-2,0.1,0,1,0,11
CCC(C)NC(=O)CCC(=O)Nc1ccc2nc(N3CCOCC3)cc(C)c2c1 (stereo not given),4,-15,3,-4,-1.4,-2,-3,1,-3
COC(=O)c1ccc(COc2ccc(/C=N/N3CCN(C)CC3)cc2)cc1,31,-20,17,-4,-0.5,-16,-31,19,6
CCC(=O)N(C)C[C@H]1Oc2ncc(C#Cc3ccncc3)cc2C(=O)N([C@@H](C)CO)C[C@@H]1C,-15,-3,8,1,-0.2,5,6,0,-11
CC(C)(C)CC(C)(C)N=C1Nc2cc(Cl)c(Cl)cc2NC12C[C@H]1CCC(=O)N3CC[C@@H](C2)[C@@H]13 (stereo not given in full),-3,3,6,2,0.6,12,10,2,-3
Cc1cc(C(=O)N(C)Cc2ccc(Br)cc2)no1,-6,0,6,-10,2.9,-5,3,0,1
Cc1cc(C(=O)CCC(=O)N2CCN(S(=O)(=O)c3cccs3)CC2)c(C)s1,-16,-7,8,-1,0.4,-6,15,6,3
Cc1ccc(-n2c(=O)[nH]cc(C(=O)N3CCc4ccccc43)c2=O)cc1,4,-1,2,0,-0.3,-5,2,0,0
COc1ccc2cc(Br)ccc2c1CC(=O)NC1CC(C)(C)NC(C)(C)C1,6,-3,-4,-6,-0.6,-2,1,0,9
Cc1ccc(C(=O)NCCc2nnc3ccc(N4CCCC4)nn23)cc1,-14,-2,0,-3,-1.4,3,10,3,-23
O=C(O)CCNc1cc(N2CCN(C(=O)c3ccco3)CC2)c2noc3c2c1C(=O)c1ccccc1-3,-6,2,11,-4,0.6,2,3,6,1
CC(C)c1nc(NCc2ccccc2)c(C#N)c2c1CCCC2,-17,-4,5,-2,0.0,1,5,0,1
Cc1ccnc(NC(=O)CCC(=O)N(CC(=O)NC2CCCCC2)C2CCCC2)c1,-1,2,-6,3,-1.5,2,2,1,-6
COCCCNc1nc(-c2ccncc2)nc2ccccc12,-27,-5,-1,0,-0.8,-2,6,5,0
CC1=CCC(C(=O)O)C(C(=O)Nc2cccnc2)C1 (stereo not given),-5,12,-4,2,4.8,13,4,2,-16
CCc1ccc(NC(=O)C(=O)N/N=C(\C)CC(=O)Nc2ccccn2)cc1,4,2,-5,0,-0.2,-4,-1,2,19
CCC(C)(C)N(C(=O)CCC(=O)Nc1cc(C)on1)C(C(=O)NC(C)(C)C)c1ccc(OC)cc1 (stereo not given),-11,-5,14,-4,-0.7,-2,7,-1,-7
CCOC(=O)CC(=O)CSc1nc(C)cc(-c2cccnc2)c1C#N,-5,5,-10,0,-3.7,-2,4,0,0
CC1=NN(C(=O)c2ccc(Cn3nc(C)c(Br)c3C)cc2)C(O)(C(F)(F)F)C1 (stereo not given),-2,-4,7,-2,-2.3,2,-1,2,0
O=S(=O)(NCCN1CCOCC1)c1ccc(Cl)s1,-12,3,3,0,0.2,2,10,3,3
COC(=O)c1c(-c2cccs2)csc1NC(=O)CSc1ncnc2sc(C)c(C)c12,-5,2,0,2,-0.3,-1,8,1,10
Cc1ccc(/C=N/NC(=O)CC(=O)NCc2cccnc2)cc1,-8,-5,1,1,2.5,8,8,0,-1
COCCn1c(SCC(=O)c2ccccc2)nc2c(c1=O)SCC2,2,1,11,-2,1.0,-4,1,-2,4
CC(C)C1Nc2ccc(C(=O)NC3CCCCC3)cc2NC1=O (stereo not given),-11,2,-1,-4,1.3,-6,9,3,6
N#Cc1ccccc1CSc1nc2ccsc2c(=O)n1Cc1ccccn1,-4,-8,-3,-4,-1.1,-6,5,7,-19
CCc1cc(C(=O)OC)c(NC(=O)C2CC(=O)NN2Cc2ccccc2)s1 (stereo not given),3,-1,4,-1,-2.4,-4,3,2,8
COC(=O)c1cc2cc(NS(=O)(=O)c3ccc(C)cc3)ccc2s1,2,-6,9,-2,-1.0,-4,1,0,3

# Three entries from above, with tabs.
Compound	CHRM1 antagonist	M5 PAM	CHRM5 antagonist	CHRM5 agonist	CRFBP-R2 agonist	CHRM4 PAM	CHRM1 PAM	CHRM4 agonist	CHRM4 antagonist
CCc1ccc(NC(=O)C(=O)N/N=C(\C)CC(=O)Nc2ccccn2)cc1	4	2	-5	0	-0.2	-4	-1	2	19
COC(=O)c1cc2cc(NS(=O)(=O)c3ccc(C)cc3)ccc2s1	2	-6	9	-2	-1.0	-4	1	0	3
COCCn1c(SCC(=O)c2ccccc2)nc2c(c1=O)SCC2	2	1	11	-2	1.0	-4	1	-2	4

# Next part:
SMILES,CHRM1 antagonist,M5 PAM,CHRM5 antagonist,CHRM5 agonist,CRFBP-R2 agonist,CHRM4 PAM,CHRM1 PAM,CHRM4 agonist,CHRM4 antagonist
CCOc1ccc(NC(=O)c2ccc(NC(=O)c3ccc(NC(N)=O)cc3)cc2)cc1,4,-5,3,1,0.5,-4,-2,0,6
CCc1ccc([C@@H]2CC(=O)[C@@H]3CN(S(=O)(=O)c4ccc(C)cc4)[C@H](c4ccc(Cl)cc4)C[C@@H]3N2S(=O)(=O)c2ccc(C)cc2)cc1,-4,4,-3,3,/,3,9,1,-10
Cc1cn(CC(=O)NCCc2c[nH]c3ccccc23)c(=O)[nH]c1=O,-11,-2,-6,1,0.0,4,7,1,-11
O=C(COC(=O)C1=COCCO1)Nc1ccccc1OC(F)F,-12,5,3,-1,-0.6,-2,6,1,2
CC1CCN(C(=O)CSc2nnc(-c3cccs3)o2)CC1,6,6,8,-1,-3.4,-3,-3,1,-17
Cc1cc(SCC(=O)c2ccccc2)n2ncc(-c3ccccc3)c2n1,-16,-2,2,-4,1.7,0,13,2,4
NCCSSCCN,-26,6,-7,1,2.4,9,5,0,-9
COc1ccc(C(=O)N(c2ccccn2)C2CCCCC2)c(OC)c1,-7,4,0,2,-2.8,-1,6,0,1
COc1ccc(NS(=O)(=O)c2ccc(C)c(NC(=O)CNC(=O)c3ccco3)c2)cc1,-4,-5,7,0,0.6,7,7,2,8
O=C(Nc1ccc(NC(=O)C2CCCCC2)nc1)c1cccs1,-10,-11,9,-1,-0.6,1,-3,6,9
COc1cc(Cl)c(C)cc1NC(=O)CN1CCN(C(=O)C2CC2)CC1,1,12,-4,1,1.0,0,9,1,6
COc1ccccc1-c1cn(-c2ccccc2)c(=S)[nH]1,-12,6,-4,-7,1.7,-4,14,2,-5
Cc1cc(SCC(=O)NC(=O)NCc2ccco2)nc2ccccc12,-13,0,-2,-7,0.1,-2,6,0,-13
CC(C)(C)c1ccc(C2C(C#N)=C(N)Oc3n[nH]c(-c4cccnc4)c32)cc1 (stereo not given),-12,14,-13,-1,-4.8,15,9,0,-10
Cc1ccc2[nH]cc(CCNC(=O)c3cccs3)c2c1,-5,-2,6,-3,-0.8,-3,16,1,7

# Results in CHRM1 PAM and M5 PAM, for 2 of the compounds above:
Compound	CHRM1 PAM	M5 PAM
S=c1[nH]nc(-c2cc(-c3ccccn3)nc3ccccc23)o1	7	1
O=C(NCCc1ccccc1)c1noc2c1CCc1ccccc1-2	0	2

# Other compounds
SMILES,CHRM1 antagonist,M5 PAM,CHRM5 antagonist,CHRM5 agonist,CRFBP-R2 agonist,CHRM4 PAM,CHRM1 PAM,CHRM4 agonist,CHRM4 antagonist
CC1(C)CSC(=NCCc2ccccc2)N1C(=O)c1ccc(C#N)cc1,13,3,2,-6,0.5,-4,-9,-1,2
Cc1ccc(C)c(OCc2cc(C(=O)NC3CCN(Cc4ccccc4)CC3)no2)c1,32*,-12,10,0,5.0,-14,-15,16,15
O=C1NC(Cc2ccc(O)cc2)c2nc3ccccc3c(=O)n2-c2ncccc21 (stereo not given),3,6,-5,0,-0.6,2,7,1,-16
CCc1ccc(NC(=O)CSc2nnc(CNC(=O)c3c(F)cccc3Cl)o2)cc1,-7,1,2,-11,0.1,2,6,3,3
CCc1nnc(NC(=O)C2CCN(c3cnccn3)CC2)s1,1,1,-5,0,-0.6,4,4,1,-5
CC(=O)N1CCN(CC(=O)Nc2ccc(C)c(S(=O)(=O)N(C)C)c2)CC1,-5,4,6,-4,-5.3,0,8,1,-8
O=c1c2[nH]c3ccccc3c2ncn1Cc1ccncc1,-11,-4,2,0,-0.4,-4,5,1,3
C=C(C)CSc1nnc([C@H](CCSC)NC(=O)OC(C)(C)C)o1,0,-1,3,-3,-1.0,-2,-4,2,-12
COc1ccc(N(CC(=O)NCc2ccc(C)cc2)S(=O)(=O)c2c(C)nn(C)c2C)cc1,-13,-3,3,-5,-1.1,-6,0,2,-7
NNC(=O)C1=NOC2COC3(CCN(c4ncccn4)CC3)OCC12 (stereo not given),2,5,-3,-1,-1.5,-7,-1,0,11
Cc1ccnc(NC(=O)Cc2ccc(-c3ccccc3)cc2)c1,3,-3,-1,2,3.7,-2,-3,0,0
CCCCNC(=O)c1ccc2nc(CC)c(N(CC)CCN(C)C)n2c1,-13,-2,8,1,/,2,7,0,3
CCC(C)(C)NC(=O)C(c1cccc(OC)c1OC)N(C(=O)CCC(=O)Nc1cc(C)on1)C(C)C (stereo not given),-12,0,20,-3,0.3,-7,15,1,12
